# Bioassay records: PubChem, NCI
# NCI-60 one-dose screen, 48 h, at 10 µM unless noted. Numbers give growth in % (100 = growth as untreated, 0 = no growth, -100 = all killed).
# KM12 = KM12 colon cancer cells; 82,000 compounds, 5% hits; AID 1794800
# SNB-19 = SNB-19 CNS cancer cells; 81,000 compounds, 2.5% hits; AID 1794751
# SNB-75 = SNB-75 CNS cancer | 79,000 compounds, 5% hits
# SF-539 = SF-539 CNS cancer. 81,000 compounds, 6.8% hits. AID 1794752
# SF-268 = SF-268 CNS cancer cells; 82,000 compounds, 3.1% hits
# HCC-2998 = HCC-2998 colon cancer. 79,000 compounds, 4.7% hits. AID 1794799
# HT29 = HT29 colon cancer; 81,000 compounds, 7.4% hits
# SW-620 = SW-620 colon cancer; 82,000 compounds, 5.2% hits
# SF-295 = SF-295 CNS cancer cells; 79,000 compounds, 5.6% hits; AID 1794758
# Numbers without * were called inactive; . = not tested or not shown; & = joins results of further samples; [ ] = remark or other dose. How the source made its calls: active means growth percent below 10; inactive means the rest.
SMILES,KM12,SNB-19,SNB-75,SF-539,SF-268,HCC-2998,HT29,SW-620,SF-295
c1cc2ccc3cc2cc1CNCCSCCNCc1ccc2ccc(cc2c1)CNCCSCCNC3,94,89,63,96,92,102,57,69,102
N#CC1(NO)CCCCC1,117,104,85,102,111,97,96,100,.
CN(C)Cc1ccccn1,111,103,96,92,111,119,97,103,101
C/C=C(/C)C(=O)O[C@@H]1CC(C)(C)CC2C3=CCC4[C@@]5(C)CC/C(=N\O)C(C)(C)C5CC[C@@]4(C)[C@]3(C)CC[C@]21C(=O)O (some centres not stated),53,79,78,90,86,70,53,71,45
C/C(=N\Nc1ncc(C(N)=O)c(N)n1)c1ccccc1,103,105,89,104,88,91,85,102,103
O=C1CCC2=C3C4CCCCC4C(=O)C4CCCC(OC2C1)C34 (configuration not stated),-2.7*,34,43,4.6*,3.3*,.,86,4.3*,33
CN(C)CCC(O)(c1ccccc1)c1ccccc1,104,107,90,94,92,104,92,103,97
COc1ccc(C2CCc3cc4c(cc3/C2=N/O)OCO4)cc1OC (configuration not stated),90,96,88,94,89,92,102,98,70
Cc1ccc(S(=O)(=O)N(Cc2ccccc2)c2ccccc2C(=O)NO)cc1,112,106,79,96,115,120,103,106,99
NNC(=O)C(c1ccccc1)c1ccccc1,100,98,105,105,100,101,94,98,102

# Reprinted from the part before: 2 entries, followed by the next part.
SMILES,KM12,SNB-19,SNB-75,SF-539,SF-268,HCC-2998,HT29,SW-620,SF-295
Cc1ccc(S(=O)(=O)N(Cc2ccccc2)c2ccccc2C(=O)NO)cc1,112,106,79,96,115,120,103,106,99
NNC(=O)C(c1ccccc1)c1ccccc1,100,98,105,105,100,101,94,98,102
COC1C(O)CC(OC2CC(OC3CC(O[C@@H]4C(=O)c5c(cc6cc(OC7CC(OC8CC(O)C(O)C(C)O8)C(O)C(C)O7)c(C)c(O)c6c5O)CC4[C@H](OC)[C@@H](O)C(C)=O)OC(C)C3O)OC(C)C2O)OC1C (some centres not stated),15,16,-18*,-6.8*,22,-50*,-17*,15,8.4*
C=CCOc1ccc2c(c1)CC[C@@H]1[C@@H]2CC[C@]2(C)[C@@H](O)[C@@H](O)C[C@@H]12,84,108,126,96,93,93,94,97,97
COc1ccc(-c2cc(C(=O)OCCO)c(C)n2-c2ccc(Cl)cc2)cc1,95,99,91,92,89,99,110,97,84
O=C(N/N=C/c1ccc(Cl)cc1)c1cccnc1,117,101,94,105,110,92,101,119,112
NCCC[C@@H](N)C[C@H]1O[C@@H](n2cnc3c(N)ncnc32)[C@H](O)[C@@H]1O,96[100 µM],96[100 µM],89[100 µM],101[100 µM],96[100 µM],105[100 µM],95[100 µM],100[100 µM],105[100 µM]
Cn1cc(-c2nonc2-c2c[nH]c3ccc(Br)cc23)c2cc(Br)ccc21,23,43,-11*,46,38,40,21,56,22
Nc1ccc(S(=O)(=O)Nc2cc(Cl)cc(Cl)c2)cc1,98,100,94,97,99,102,96,97,101
COc1ccc2c(c1)c(-c1nn3c(=O)cc(-c4ccccc4)nc3s1)cn2C,45,39,15,16,65,75,10,28,29
CC[N+](CC)(CC(=O)NC)Cc1ccc([N+](=O)[O-])cc1,106,104,80,96,99,108,85,105,97
CCN(Cc1ccc(CN(CC)C(=O)c2c(-c3ccccc3)noc2C)cc1)C(=O)c1c(-c2ccccc2)noc1C,73,84,87,94,88,91,67,101,79
C[N+](C)(C)C(Cc1ccccc1)c1ccccc1 (configuration not stated),106,.,81,96,111,97,99,105,107
c1ccc2c(c1)nnn2-c1ccncc1,99,98,77,93,110,.,84,99,108
CCCC1CCCCN1C (configuration not stated),108,99,100,94,109,88,.,.,125
O=C(O)CCNC(=O)c1nc(-c2ccccc2)n(-c2ccccc2)n1,106,101,117,102,99,99,99,98,101
CS(=O)(=O)c1ccc(-c2nc3cc(Cl)ccc3n2CC(=O)O)cc1,96,94,80,92,96,105,99,96,99
O=S(=O)(c1ccccc1)N1CC2CC(Br)C(Br)CC21 (configuration not stated),98,98,98,104,113,95,96,109,72
CCOC(=O)CCCCCCCCC(=O)OCC,105,103,102,112,97,98,109,107,103
Cc1cc(OC(=O)c2c(-c3ccccc3)noc2C)n(-c2ccc(NC(=O)c3c(-c4ccccc4)noc3C)cc2)n1,104,99,78,98,97,113,108,103,97
N#Cc1c(Cl)nc(SCc2ccc(F)cc2)nc1-c1ccc(Cl)cc1,105,99,101,101,97,120,110,108,103
CCOc1ccccc1/C=N/Nc1nc2ccccc2o1,86,100,84,104,108,62,110,102,108
COC(=O)[C@H]1CCCN1C(C(=O)NC(C)(C)C)c1c(C)c(-c2c(C)cc3c(C(C(=O)NC(C)(C)C)N4CCC[C@@H]4C(=O)OC)c(OC)c(OC)cc3c2OC)c(OC)c2cc(OC)c(OC)cc12 (some centres not stated),100,103,82,104,99,91,97,97,96
CNCc1cccc2c1OCCOCCOCCNS(=O)(=O)c1ccc(cc1)-c1cnc(N)c(n1)C(=O)N2,20,18,65,7.4*,36,22,12,16,70
COc1ccc2c(c1)OC(N(C(C)=O)C(C)=O)=C(C#N)C2c1ccc(F)cc1 (configuration not stated),26,29,8.7*,14,54,59,8.7*,21,18
Nc1nc(Br)nc2nc[nH]c12,107,105,116,100,113,100,106,102,102
Cn1cc(-c2nonc2-c2c[nH]c3ccc(F)cc23)c2cc(Br)ccc21,29,58,45,68,50,40,21,65,37
Cc1ccc(-n2c(SCC(=O)Nc3ccc(-c4nc5ccccc5[nH]4)cc3)nc3ccccc3c2=O)cc1,108,90,126,92,97,103,107,112,87
CCn1c2ccccc2nc2cc3c(cc21)c(Cl)c(=O)c1ccccc13,97,97,85,84,92,112,117,99,.
CCC(=O)OCc1cccc(OC)c1,108,.,60,98,107,101,90,108,104
CCN(CC)c1cc2c(cc1Br)-c1ccccc1C2=O,75,111,89,.,88,100,78,91,99
COC(=O)c1nc(N)nc(C(=O)OC)c1C(=O)c1ccc(OC)cc1,54&107,70&98,76&95,60&97,93&98,79&108,68&113,62&113,102&108
Oc1ccc2ccccc2c1CN1CC2CCC(CC2)C1,109,101,91,107,115,115,104,104,125
CSc1ccc(-c2ccccc(=O)c2O)cc1,23,17,35,4.0*,12,44,26,29,19
Cc1ccc2nc(NC(=O)CSC(=S)N3CCN(Cc4ccccc4)CC3)sc2c1,-93*,-22*,-93*,2.0*,-15*,.,-63*,-85*,-13*
O=C(NCCn1ccnc1)c1ccc(-c2nc3ccc4[nH]ncc4c3c3c2CCCC3)cc1,26,56,53,51,48,82,88,57,77
O=C1SCCN1/N=C/c1ccc([N+](=O)[O-])o1,97,99,81,118,101,.,122,113,100
Fc1ccc(-c2cn(Cc3nc4ccccc4[nH]3)nn2)cc1,103,94,71,100,98,105,99,99,103
O=C(c1c2c(nn1-c1ccccc1)CCC(NCCc1ccc(C(F)(F)F)cc1)C2)N1CCCCC1 (configuration not stated),99,100,83,88,88,80,80,94,111
COC(=O)[C@@H](NC(=O)CNC(=O)[C@H]1CCCN1C(=O)C(Cc1ccccc1)NC(=S)Nc1cc(C(F)(F)F)cc(C(F)(F)F)c1)C(C)C (some centres not stated),34,39,41,79,62,86,14,72,26
NC(CC(=O)c1ccccc1)C(=O)O (configuration not stated),100,108,99,107,108,100,89,108,104
CN1C(N2CCN(S(=O)(=O)c3ccccc3)CC2)=NS(=O)(=O)c2ccccc21,91,104,53,111,101,101,104,123,40
COc1ccc(-c2nnc(-c3nc4ccccc4nc3Cl)o2)cc1,102,102,95,104,97,109,118,109,112
COc1cc(-c2nc3ccccc3[nH]2)ccc1OCC(=O)N=Nc1c(O)[nH]c2ccccc12,27,98,98,98,94,96,92,65,96
CS(=O)(=O)NC(c1ccccc1)c1ccccc1,105,.,80,101,98,107,105,108,100
CCOC(=O)c1cc(-c2ccc(Cl)cc2)n(-c2ccc(S(N)(=O)=O)cc2)n1,99,89,81,102,99,105,104,95,97
CCN1CCN(c2c(C(=O)c3ccccc3)cnc3cc(OC)c(OC)cc23)CC1,86,93,87,93,86,98,58,88,75
COc1ccc(CC(C)=C(c2ccc(OCCN3CCCC3)cc2)c2ccc(OCCN3CCCC3)cc2)cc1,-95*,-81*,-77*,-90*,-64*,-80*,-78*,-53*,-88*
COc1ccc(-n2nc(C(=O)NCCCCCC(=O)NO)nc2-c2ccccc2)cc1,93,105,92,93,103,104,107,97,96
O=C(c1ccc(Br)cc1)C1C(c2ccc(Br)cc2)C2CCCN2C12C(=O)Nc1ccccc12 (configuration not stated),67,70,53,85,65,91,48,71,68
Cc1ccc(C2=N[C@@H](Cc3ccccc3)C(=O)c3c(nc4ccccn34)N2)cc1,93,96,80,99,97,106,114,102,84
Oc1cc(O)cc(O)c1,103,103,98,104,99,90,97,112,103

# The list goes on.
SMILES,KM12,SNB-19,SNB-75,SF-539,SF-268,HCC-2998,HT29,SW-620,SF-295
CC(C)=NNC(=O)CC(=O)NN=C(C)C,112,103,83,103,114,108,106,111,.
CC(C)COC(=O)/C=C/c1ccccc1,94,104,90,100,99,111,98,98,99
Cc1cc(N=Nc2c(O)ccc3ccccc23)n[nH]1,88,91,87,93,88,103,91,95,98
Nc1ncc(C(=O)O)c(-c2ccccc2)n1,110,96,106,99,106,104,105,107,98
O=S(=O)(c1ccccc1)n1cc(-c2csc(-c3ccc4ccccc4c3)n2)c2cc(F)ccc21,107,106,106,99,106,102,91,97,103
O=C(CCN1CCCCC1)CCN1CCCCC1,105,91,90,104,101,100,98,103,107
Cc1ccn2c(-c3csc(Nc4cccc(O)c4)n3)c(C)nc2c1,30,49,-2.7*,.,39,.,62,33,16
CN(C)CCOc1ccc(C(=O)C(=O)N2CCCCC2)cc1,106,93,92,126,100,99,95,103,105
CCOC(=O)C1CC(C)(C)OC1=O (configuration not stated),107,102,73,101,102,90,103,101,110
CC(C)NC(=O)C1(N2C(=O)c3ccccc3C2=O)CCCC1,103,97,98,113,119,104,104,107,113

# Twelve compounds from above, ordered by SMILES length, ascending:
SMILES,KM12,SNB-19,SNB-75,SF-539,SF-268,HCC-2998,HT29,SW-620,SF-295
CCOC(=O)C1CC(C)(C)OC1=O (configuration not stated),107,102,73,101,102,90,103,101,110
O=C(CCN1CCCCC1)CCN1CCCCC1,105,91,90,104,101,100,98,103,107
CC(C)=NNC(=O)CC(=O)NN=C(C)C,112,103,83,103,114,108,106,111,.
Nc1ncc(C(=O)O)c(-c2ccccc2)n1,110,96,106,99,106,104,105,107,98
Cc1cc(N=Nc2c(O)ccc3ccccc23)n[nH]1,88,91,87,93,88,103,91,95,98
CN(C)CCOc1ccc(C(=O)C(=O)N2CCCCC2)cc1,106,93,92,126,100,99,95,103,105
CC(C)NC(=O)C1(N2C(=O)c3ccccc3C2=O)CCCC1,103,97,98,113,119,104,104,107,113
Cc1ccn2c(-c3csc(Nc4cccc(O)c4)n3)c(C)nc2c1,30,49,-2.7*,.,39,.,62,33,16
Cc1ccc(C2=N[C@@H](Cc3ccccc3)C(=O)c3c(nc4ccccn34)N2)cc1,93,96,80,99,97,106,114,102,84
O=C(c1ccc(Br)cc1)C1C(c2ccc(Br)cc2)C2CCCN2C12C(=O)Nc1ccccc12 (configuration not stated),67,70,53,85,65,91,48,71,68
O=S(=O)(c1ccccc1)n1cc(-c2csc(-c3ccc4ccccc4c3)n2)c2cc(F)ccc21,107,106,106,99,106,102,91,97,103
COc1ccc(CC(C)=C(c2ccc(OCCN3CCCC3)cc2)c2ccc(OCCN3CCCC3)cc2)cc1,-95*,-81*,-77*,-90*,-64*,-80*,-78*,-53*,-88*

# (next part)
SMILES,KM12,SNB-19,SNB-75,SF-539,SF-268,HCC-2998,HT29,SW-620,SF-295
O=[N+]([O-])c1ccc(OCCCOc2ccccc2)c(Cl)c1,98,104,.,113,104,100,83,99,117
CSc1nncc(=O)[nH]1,108&107,104&103,88&93,103&100,114&104,117&106,110&108,111&100,95&103
O=[N+]([O-])c1ccc(-c2nc3ccccc3s2)cc1,98,93,79,96,90,124,108,97,99
CCCCC(CC)C/C=C(/C)OC(C)=O (configuration not stated),106,97,66,111,113,102,110,102,89
N#CCCNC(CC(=O)O)C(=O)O (configuration not stated),102,107,99,105,98,93,109,98,.
CC(C)(C)NC(=O)N/C(N)=N/c1nc2ccccc2s1,76,99,109,94,82,101,87,104,63
C=CCCCCCCCCC(=O)OC(C)C,95,105,103,104,97,112,99,96,99
O=c1nc(SCc2ccc3sccc3c2)nc(SCc2ccc(C(F)(F)F)cc2)[nH]1,54,71,123,85,72,62,83,84,42
COc1cc(-n2cc(C#N)c(N)c2C(=O)c2ccc(Cl)cc2)cc(OC)c1OC,111,103,100,92,112,110,106,112,91
COc1ccc(NC(=O)C(C)Sc2nc3ccccc3c(=O)n2CCc2ccc(S(N)(=O)=O)cc2)cc1 (configuration not stated),95,99,86,95,92,103,108,102,99
COc1ccc(-c2cc(-c3ccc(N)cc3)[nH]c(=O)c2C#N)cc1[N+](=O)[O-],103,92,46,94,97,103,108,107,99
Cc1ccc(Cc2ccccc2C(=O)O)cc1,108,98,83,118,106,111,111,95,112
CC1(C)OC(=O)C(=Cc2ccccc2Br)C(=O)O1,108,94,82,92,104,.,103,96,100
N#Cc1c(N2CCNCC2)nc2sc3cc(Cl)c(Cl)cc3n2c1=O,111,97,88,91,108,113,103,110,122
COc1ccc(C(=O)c2cc3c(N)c(C(=O)Nc4cccc(OC)c4)sc3nc2C)cc1,21,40,-11*,-16*,39,19,1.2*,30,24
CC(=O)Oc1ccc(/C=C/C(=O)NC(Cc2ccccc2)C(=O)C(=O)NCc2ccccc2)cc1OC(C)=O (configuration not stated),100,86,63,92,95,107,107,99,108
Cn1cc(-c2cc(N)n3nc(-c4cn(C)c5ccc(Cl)cc45)cc3n2)c2cc(Cl)ccc21,60,99,83,94,79,98,-17*,15,95
CC(=O)Nc1ccc(-c2cn(-c3cccc(C(=O)Nc4cc(C(F)(F)F)cc(C(F)(F)F)c4)c3)nn2)cn1,-28*,-42*,-6.7*,-84*,-7.7*,-62*,-37*,-31*,-89*
O=c1c2ccccc2nc(COc2ccccc2)n1/N=C/c1ccc(N2CCCC2)cc1,97,90,108,94,115,106,80,109,94
